# Bioassay records from PubChem BioAssay.
# XIAP antagonists: XIAP antagonists, biochemical, IAP family, fluorescence polarization (AID 1018) | XIAP BIR domain, fluorescence polarization peptide displacement; higher % means a stronger effect | displacement, % at 20 µM; hits with a dose series show IC50 in µM | E3 ubiquitin-protein ligase XIAP (Homo sapiens) | hit rate 0.007% among 200,000; in the data active means displacement above about 50%; further: a part of the inactive calls stands beside numbers as strong as those of hits
# Myeloid diff 2: induction of myeloid progenitor differentiation, primary screen, cell-based, flow cytometry, MLPCN library; ER-HoxA9 myeloid progenitors, lysozyme-GFP differentiation; calls only at 10 µM; hit rate 1% among 360,000;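 active means normalized GFP-positive differentiation at or above the plate's own cutoff, the solvent-only control mean plus 3 SD; inconclusive means no clear call, values can overlap the other calls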;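 further: cells exposed to compound for four days before flow analysis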
# M1AAP inhibition: P. falciparum M1AAP inhibitors, biochemical, fluorogenic H-Leu-NHMec substrate, 1536-well (AID 1445). recombinant M1AAP, H-Leu-NHMec fluorogenic kinetic assay; higher % means a stronger effect. inhibition, % at 30 µM; hits with a dose series show IC50 in µM. Aminopeptidase N (Plasmodium falciparum (isolate 3D7)). hit rate 0.42% among 220,000;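 active means primary inhibition above the hit cutoff, then over 50% inhibition at one or more dose response concentrations, cut at about 23% in these data, passing the limit was not always enough; inconclusive means conflicting primary data, or primary hits not chosen for dose response; inactive means low primary inhibition, or under 50% at every dose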;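 further: plate controls were DMSO full reaction for no effect and no enzyme background for full effect; strong numbers were not always called active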
# M17LAP inhibition: P. falciparum M17LAP inhibitors, primary screen, biochemical, fluorogenic H-Leu-NHMec substrate, 1536-well (AID 1619) | Leucine aminopeptidase (Plasmodium falciparum (isolate 3D7)) | recombinant M17LAP, H-Leu-NHMec fluorogenic kinetic assay; higher % means a stronger effect | one-dose inhibition, % at 30 µM; IC50 in µM for titrated hits | hit rate 0.38% among 220,000;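 active means compound inhibiting the enzyme by more than half at any dose during confirmatory dose-response retesting; inconclusive means strong single-dose inhibitors picked by rank but not retested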;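 further: plate controls were full reaction with DMSO carrier for no effect and no enzyme background for full effect; strong numbers were not always called active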
# PMI inhibition: human PMI inhibitors, high substrate, primary screen, biochemical, fluorescence intensity, high mannose 6-phosphate (AID 1220) | inhibition, % at 20 µM; hits with a dose series show IC50 in µM | hit rate 0.66% among 190,000 | recombinant PMI enzyme, coupled fluorescence intensity; higher % means a stronger effect | Mannose-6-phosphate isomerase (Homo sapiens)
# LYP inhibition: inhibitors of LYP phosphatase, biochemical, fluorescence intensity, uHTS (AID 1779) | recombinant LYP phosphatase, fluorescence intensity; higher % means a stronger effect | inhibition, % at 11.5 µM; hits with a dose series show IC50 in µM | hit rate 0.054% among 290,000;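 further: plate controls were vehicle with enzyme for no effect and no enzyme for full effect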
# CSM14.1 death rescue: rescue of cells from ER stress-induced death, primary screen, 384-well, CSM14.1, thapsigargin, ATP luminescence (AID 1222). CSM14.1 thapsigargin-induced death rescue, ATP luminescence; higher % means a stronger effect. 190,000 tested, under 10 active. one-dose cellular ATP content (survival), % at 20 µM; EC50 in µM for titrated hits;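 active means EC50 below 50 µM in the dose-response confirmation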;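 further: death triggered by thapsigargin at about 15 µM added after 2 h compound pretreatment; cell ATP read after overnight thapsigargin exposure of roughly 18 to 22 hours; normalized against plate controls of thapsigargin alone and 5% DMSO vehicle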
# human PMI inhibition: inhibitors of human PMI, primary screen, biochemical, fluorescence intensity, coupled assay (AID 1209); Mannose-6-phosphate isomerase (Homo sapiens); purified PMI enzyme, coupled fluorescence intensity; higher % means a stronger effect; inhibition, % at 20 µM, or IC50 in µM where a hit was titrated; hit rate 0.42% among 190,000;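 further: plate controls were DMSO vehicle for no effect and wells lacking substrate for full effect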
# TNAP activators: human TNAP enzyme activators, primary screen, biochemical, luminescent, no phosphate acceptor, uHTS (AID 1001) | purified TNAP, luminescent activation assay, no phosphate acceptor; higher activation fold means a stronger effect | one-dose activation fold at 20 µM; EC50 in µM for titrated hits | hit rate 0.03% among 200,000; in the data active means activation fold from about 3, or a potency from the dose series; inactive means the rest, 99 in 100 with activation fold below about 1.6; further: many of its hits are not listed in these tables
# Myeloid diff 2 GFP+ MAC1+ %: second read-out of Myeloid diff 2, no call of its own (marks repeat the call); GFP+ MAC1+ double positive, %; measured here: differentiation confirmed by MAC1 staining
# The depositor's hits bear a star; i = inactive; u = inconclusive; x = not tested or not shown. Unless noted, no stated cut-off is given here; in the data, active means inhibition above about 50%; inactive means the rest.
SMILES	Myeloid diff 2	TNAP activators	CSM14.1 death rescue	M17LAP inhibition	PMI inhibition	Myeloid diff 2 GFP+ MAC1+ %	XIAP antagonists	M1AAP inhibition	human PMI inhibition	LYP inhibition
O=C(NC1CCS(=O)(=O)C1)c1ccc(S(=O)(=O)NCC2CCCO2)cc1 (stereo not drawn)	i	1	0.0%	-1%	1%	1.1	-8.0%	0%	4%	-7%
Cc1cc(NC(=O)/C=C\C(=O)O)c([N+](=O)[O-])cc1C	i	x	x	3%	x	1.0	x	1%	x	-10%
CCOCCCNC(=O)C1CCN(S(=O)(=O)N2CCCC2)CC1	i	1.1	-0.1%	1%	-3%	0.1	-6.3%	7%	-13%	-4%
COC(=O)NCC(c1ccco1)N1CCN(c2ccc(OC)cc2)CC1 (stereo not drawn)	i	1.1	1.4%	3%	13%	0.3	-3.3%	-1%	2%	-8%
CCc1ccccc1N1CCN(S(=O)(=O)c2cc(OC)ccc2OC)CC1	i	1.1	-0.7%	-5%	21%	0.7	-11%	-3%	23%	8%
Cc1ccc(CNC(=O)c2ccc(OCC3CCCO3)cc2)cc1 (stereo not drawn)	i	1.1	1.4%	14%	-3%	0.6	-2.5%	-3%	-2%	0%
O=C(CCSc1ccc(Cl)cc1)N1CCN(c2ncccn2)CC1	i	1.1	0.1%	7%	-3%	0.5	-3.3%	7%	2%	-3%
CC(C)CN(CCC(=O)O)CC(C)C	i	1.1	-3.2%	0%	-5%	1.4	0.1%	2%	-7%	2%
Cc1ccc(C(=O)NC(=S)NCc2cccnc2)cc1	i	1	5.1%	-6%	4%	0.2	-5.8%	1%	-6%	6%
N/C(=N\OC(=O)CCCOc1ccccc1)c1ccccc1	i	0.9	-0.4%	-15%	1%	0.3	-1.7%	1%	11%	-12%
CCOC(=O)c1c(NC(=O)CC2SC(N)=NC2=O)sc2c1CCCC2 (stereo not drawn)	i	1.1	-2.6%	7%	7%	5.6	-6.6%	1%	10%	-4%
COc1cccc(CNc2cnc3ccccc3c2)c1O	i	1.1	-3.5%	-14%	33%	2.9	1.5%	2%	19%	-5%
O=C1c2cccnc2-c2ncccc21	i	1.1	-6.2%	0%	4%	0.6	-9.2%	2%	8%	-6%
Cc1sc2ncnc(Nc3ccc(O)cc3)c2c1C	i	x	x	1%	x	0.2	x	-5%	x	-1%
COc1cc(CNC(=O)OCC(C)C)cc(OC)c1OC	i	1.2	1.6%	-1%	2%	0.7	-0.6%	8%	9%	-7%
COc1ccc(C2CC(c3ccc(OC)cc3)n3nc(NC(=O)c4cccs4)nc3N2)cc1 (stereo not drawn)	i	1	-1.3%	16%	18%	0.9	0.5%	-17%	11%	-6%
Cc1cccc2c(=O)cc(C)n(CC(=O)N3CCOCC3)c12	i	1.1	0.7%	2%	1%	0.8	1.3%	14%	3%	-4%
c1ccc(-n2ncc3c(NCc4ccco4)ncnc32)cc1	i	1.1	-2.6%	-12%	-8%	3.6	-3.8%	2%	-2%	6%
O=C(CCCCCNC(=S)Nc1ccccc1)C[N+](=O)[O-]	i	1.2	0.8%	2%	-1%	0.2	-4.8%	7%	-2%	-2%
COc1ccc(OC)c(NC(=O)CC2SC(=Nc3ccc(F)cc3)N(CCC3=CCCCC3)C2=O)c1 (stereo not drawn)	i	1	-1.5%	2%	16%	0.4	-8.9%	1%	23%	4%
CC1CCCN(C(=O)C2CCN(CCCc3ccccc3)CC2)C1 (stereo not drawn)	x	1	2.7%	10%	-2%	x	-9.6%	2%	-4%	-7%
O=C(Nc1ccccc1-c1nnc(SCc2ccc(Cl)cc2Cl)o1)c1ccccc1	i	1.1	-0.6%	-4%	4%	0.5	-5.7%	-3%	20%	-3%
CCn1c2ccccc2c2cc(NC(=O)c3cc(OC)cc(OC)c3)ccc21	u	1.1	-1.2%	6%	13%	x	1.3%	0%	7%	5%
Cc1c2cnn(CC(=O)Nc3c(F)c(F)cc(F)c3F)c(=O)c2c(C)n1Cc1ccc(F)cc1	x	1.1	0.5%	12%	3%	x	-14%	-1%	-1%	-1%
OCCN1CCN(c2cc(-c3ccccc3)c3ccccc3n2)CC1	i	1	-2.3%	15%	3%	0.2	-9.6%	0%	2%	-4%
Cc1nn(-c2ccccc2)c(Cl)c1/C=N/N1CCN(c2ccccn2)CC1	i	1.1	2.3%	-3%	21%	0.2	-3.8%	-2%	9%	-6%
O=C(COc1cccc2ccccc12)NCc1cccnc1	i	1.1	0.8%	1%	21%	1.2	-6.3%	-3%	13%	-2%
CCOc1ccc(N2CC(C(=O)Nc3ccccc3F)CC2=O)cc1 (stereo not drawn)	i	1.2	-0.7%	-3%	-5%	0.9	-3.0%	0%	-9%	0%
Cc1ccc(C)c(NC2=NCC(=O)N2C2CCCCC2)c1	i	1.1	-2.7%	6%	-16%	1.1	-8.6%	2%	-16%	-2%
COc1ccc(N2C(=O)C(CN3CCN(C)CC3)C2c2ccccc2)cc1 (stereo not drawn)	i	1.1	0.3%	0%	5%	0.4	-5.3%	-1%	10%	-10%
Oc1ccc(-c2csc(Nc3cccnc3)n2)cc1	i	1	-0.8%	6%	4%	6.5	0.5%	12%	11%	-5%
N#Cc1c(C(F)(F)F)cc(C2CC2)nc1N1CCCC1	i	0.9	-3.2%	-4%	10%	0.2	-6.1%	-4%	-3%	2%
COc1ccc(CN(C(=O)CSc2nnc(-c3ccccc3F)o2)c2ccc(F)cc2)cc1	i	1	x	2%	14%	1.2	-6.8%	1%	17%	4%
CCNC(=O)NCc1c(C)c(C)n(Cc2ccccc2)c1-n1cccc1	i	1.2	x	4%	0%	0.4	-2.9%	-2%	-10%	-6%
COc1cccc(C2/C(=C(/O)c3cnn(-c4ccccc4)c3C)C(=O)C(=O)N2CCN(C)C)c1 (stereo not drawn)	i	1.1	-1.0%	16%	-29%	1.1	-2.9%	3%	-25%	-8%
O=[N+]([O-])c1ccc(N/N=C2\CC3CC=CC23)cc1 (stereo not drawn)	i	0.9	-1.6%	1%	-19%	1.1	-4.6%	6%	-34%	3%

# Shown with two lines to a compound: part of the list above
# Values run as follows: Myeloid diff 2 | TNAP activators | CSM14.1 death rescue | M17LAP inhibition | PMI inhibition | Myeloid diff 2 GFP+ MAC1+ % | XIAP antagonists | M1AAP inhibition | human PMI inhibition | LYP inhibition
Cc1nn(-c2ccccc2)c(Cl)c1/C=N/N1CCN(c2ccccn2)CC1
    i | 1.1 | 2.3% | -3% | 21% | 0.2 | -3.8% | -2% | 9% | -6%
CCOc1ccc(N2CC(C(=O)Nc3ccccc3F)CC2=O)cc1 (stereo not drawn)
    i | 1.2 | -0.7% | -3% | -5% | 0.9 | -3.0% | 0% | -9% | 0%

# The list continues.
SMILES	Myeloid diff 2	TNAP activators	CSM14.1 death rescue	M17LAP inhibition	PMI inhibition	Myeloid diff 2 GFP+ MAC1+ %	XIAP antagonists	M1AAP inhibition	human PMI inhibition	LYP inhibition
CCc1ccc(Nc2ncccc2C#N)cc1	i	1.1	-1.4%	21%	10%	0.5	-5.2%	17%	6%	-5%
Cc1ccnc(NC(=O)CCCc2ccccc2)c1	i	1.1	-7.1%	-4%	10%	0.1	-3.3%	4%	7%	0%
Cc1nc(SCC(=O)c2ccc(F)c(F)c2)[nH]c(=O)c1Oc1ccc(F)cc1	i	x	x	-2%	x	0.1	x	2%	x	-3%
O=C(CSc1ncc(-c2ccccc2)nn1)NCc1ccco1	i	1.1	-0.7%	20%	2%	7.7	0.8%	6%	7%	-7%
COc1ccc(OC)c(N(CC(=O)N2CCc3ccccc3C2)S(C)(=O)=O)c1	i	1.1	0.8%	-2%	16%	3.2	-6.3%	3%	8%	-10%
Cc1ccc(N2C(=O)C3CC3C2=O)cc1 (stereo not drawn)	i	1.2	x	-5%	3%	0.3	-6.0%	-2%	1%	-12%
Cc1ccsc1/C=N/NC(=O)CSCc1ccc(Cl)cc1	i	1.1	-2.6%	3%	0%	1.1	-4.6%	4%	0%	0%
O=C(NC1CC2CCCC(C1)N2Cc1ccco1)NC12CC3CC(CC(C3)C1)C2 (stereo not drawn)	i	1.3	-2.0%	-8%	0%	1.1	-13%	8%	0%	-9%
CCN(CC)CCN(Cc1cc2ccc(C)cc2[nH]c1=O)C(=O)Nc1ccc(Cl)cc1	i	1	-3.3%	12%	-7%	0.2	-4.2%	4%	-1%	3%
CCn1cc(/C=N/NC(=O)c2ccc3c(c2)OCO3)cn1	i	1.1	-3.2%	28%	-11%	0.4	-7.0%	4%	-2%	-4%
CN1C(=O)c2ccccc2C(C(=O)O)C1c1cccc([N+](=O)[O-])c1 (stereo not drawn)	i	1.1	-2.2%	-4%	-11%	0.4	-8.0%	3%	-9%	-6%
CC(C)(C)c1nnc(NC(=O)C2c3ccccc3Oc3ccccc32)s1	i	x	x	12%	x	0.6	x	0%	x	6%
CC1=NN(C(N)=S)C(=O)C1N=Nc1ccccc1 (stereo not drawn)	i	1.2	-1.7%	4%	-8%	0.1	-8.1%	7%	-20%	-3%
COc1ccc(OC)c(C(c2nnnn2C(C)(C)C)N2CCc3ccccc3C2)c1 (stereo not drawn)	i	1	-0.3%	0%	-2%	2.0	2.0%	-2%	2%	4%
COC(=O)c1ccccc1NC(=O)COC(=O)c1cccnc1	i	1.1	2.0%	5%	-2%	0.6	-9.7%	4%	7%	-11%
CN(C[C@H](Cc1ccccc1)N(C[C@H](CC1CCCCC1)N(CCc1ccccc1)N=O)N=O)N=O	i	1.1	-0.3%	-5%	6%	4.2	-6.5%	2%	12%	2%
Cc1nc(N2CCN(c3ccccc3)CC2)nc2c1C(=O)CC(C)C2 (stereo not drawn)	i	1.1	-0.6%	-5%	-1%	2.7	-6.8%	-6%	-7%	3%
CCCCCOc1ccc(NC(=O)C(=O)NCCCn2ccnc2)cc1	i	1	-1.3%	18%	-4%	0.4	-1.9%	10%	0%	-6%
NS(=O)(=O)c1cccc(NC(=O)CSc2nnnn2-c2ccccc2)c1	i	x	x	0%	x	0.6	x	4%	x	-4%
O=c1c2ccccc2cnn1-c1ccc(Cl)cc1	i	1.1	-2.5%	-5%	-6%	1.6	-1.8%	7%	1%	-7%
CCOC(=O)CCC(NC(=O)CCC(=O)NC(CCC(=O)OCC)C(=O)OCC)C(=O)OCC (stereo not drawn)	i	1.1	-2.6%	9%	9%	0.4	0.9%	-1%	14%	-5%
CCOc1ccc(C2Nc3ccccc3C(CC)(CC)O2)cc1 (stereo not drawn)	i	1.1	-0.8%	-3%	5%	0.3	-3.4%	-2%	9%	-3%
O=C1CCCc2ccccc2N1Cc1cccc(Cl)c1	i	1.1	5.9%	-2%	3%	1.0	-1.1%	1%	4%	-4%
